ERG Ets-DNA blk – qHTS for Small Molecule Inhibitors of the ERG Ets/DNA interaction | Potency, µM (top dose mostly 76.9 µM), inactives show at the highest dose FP activity, negative = inhibition, hits mostly inhibitors | AID 624246, 2012 | fluorescence polarization, His-ERG Ets domain / labelled DNA | Transcriptional regulator ERG (Homo sapiens), P11308 | 0.028% of 370,000 active; active = well fitted inhibition curve with a large enough effect in the polarisation, with a control signal flat; inconclusive = small, poorly fitted or top-dose-only effect, or effect the other way, or a change in a side signal; inactive = no such curve, though single readings can be large or run the other way; the % refers to the polarisation;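 also: polarization taken with two DNA probes labelled with fluorescein and Texas red; potency is read from the fitted curve at half-maximal effect; % of control where 0% means no effect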
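His-tagged ERG Ets domain (1 uM in the protein solution; 300mM KCl, 50mM Tris-HCl, 1mM EDTA, 1mM DTT, pH 7.5) received compound, then a probe mix of 5 nM fluorescein-DNA and 100nM Texas-615-DNA. Fluorescence polarization was read for both dyes.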
BAZ2B block – qHTS Assay for Inhibitors of BAZ2B. Bromodomain adjacent to zinc finger domain protein 2B (Homo sapiens), Q9UIF8. AlphaScreen BAZ2B-H3K14Ac peptide displacement. Potency, µM (doses to about 114 µM), inactives show top-dose activity change, negative = inhibition, usual class: inhibitors. 4.4% of 360,000 active; also: potency is read from the fitted curve at half-maximal effect; % is scaled to controls: 0 for no effect and ±100 for the full control effect; nearly all actives have a fitted effect of over 60% in size
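Inhibition is scored as reduced AlphaScreen emission. The BAZ2B/b-H3(5-23)K14Ac complex (50 nM each) in PBS pH 7.4, 0.01% Tween-20 meets compound (up to 110 uM) for 30 min at RT before bead addition.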
ALOX12 inh – Primary qHTS assay for inhibitors of human arachidonate 12S-lipoxygenase (ALOX12): Round 2. Potency, µM (doses to about 108 µM), for inactives: at the highest dose activity change, negative = inhibition, actives largely listed as inhibitors. 1.1% of 580,000 active. Polyunsaturated fatty acid lipoxygenase ALOX12 (Homo sapiens), P18054. AID 1671190, 2021. purified 12hLO, xylenol orange hydroperoxide absorbance; also: potency is read from the fitted curve at half-maximal effect; % is scaled to controls: 0 for no effect and ±100 for the full control effect
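Purified human 12hLO at 150 nM in 25 mM Hepes, 0.01% Triton X-100, pH 7.0, preincubated 15 min at room temperature with compound. Reaction started with 40 uM arachidonic acid, 30 min at room temperature. Hydroperoxide measured by Fe-xylenol orange, 573/405 nm absorbance ratio.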
JMJD2A Tudor inh – qHTS Assay for Inhibitors of JMJD2A-Tudor Domain; Lysine-specific demethylase 4A (Homo sapiens), O75164; AlphaScreen JMJD2A-Tudor / H3K4me3 peptide binding; Potency, µM (highest dose often 114 µM), inactives show at the top dose activity change, negative = inhibition, most hits filed as inhibitors; 4.4% of 390,000 active; AID 504339, 2011; also: potency is read from the fitted curve at half-maximal effect; % is scaled to controls: 0 for no effect and ±100 for the full control effect; nearly all actives have a fitted effect of over 50% in size
GLS inhibitor – qHTS for Inhibitors of Glutaminase (GLS); Glutaminase kidney isoform, mitochondrial (Homo sapiens), O94925; GLS enzymatic activity, qHTS titration; 0.21% of 410,000 active; Potency, µM (series often up to 45.5 µM), without a hit: at the highest dose activity change, negative = inhibition, hits mostly inhibitors; also: potency is read from the fitted curve at half-maximal effect; % is scaled to controls: 0 for no effect and ±100 for the full control effect
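Compounds were pin-transferred onto hKGA, after which L-glutamine (1 mM solution) and a detection mix of glutamate oxidase, HRP and Amplex Red were added. Initial and 30 min RT fluorescence reads were collected.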
PI4K2A block – qHTS for small molecular inhibitors of PI4K2A; Phosphatidylinositol 4-kinase type 2-alpha (Homo sapiens), Q9BTU6; purified PI4K2A, ADP-Glo luminescence, 1 h; active compounds read low; AID 1346378, 2018; activity change, negative = inhibition, % at 76.9 µM; 0.13% of 420,000 active; in the data active = activity change below about -50%; inconclusive = mostly about -30% to -49%;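 also: -100% = wells without enzyme as full effect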
Target sequence (Q9BTU6 whole entry, looked up): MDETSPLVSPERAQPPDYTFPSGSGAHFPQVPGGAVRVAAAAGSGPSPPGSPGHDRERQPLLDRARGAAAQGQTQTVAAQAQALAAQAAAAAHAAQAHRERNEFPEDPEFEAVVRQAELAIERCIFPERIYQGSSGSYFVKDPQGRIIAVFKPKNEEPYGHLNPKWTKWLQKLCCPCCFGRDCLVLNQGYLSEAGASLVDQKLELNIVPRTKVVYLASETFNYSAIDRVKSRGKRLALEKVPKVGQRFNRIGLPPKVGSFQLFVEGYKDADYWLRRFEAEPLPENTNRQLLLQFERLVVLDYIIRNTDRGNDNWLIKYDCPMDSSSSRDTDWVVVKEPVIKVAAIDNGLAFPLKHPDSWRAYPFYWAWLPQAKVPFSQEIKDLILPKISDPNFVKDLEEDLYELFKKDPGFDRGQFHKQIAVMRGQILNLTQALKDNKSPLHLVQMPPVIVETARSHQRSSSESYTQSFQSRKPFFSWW
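ADP-Glo luminescence measured ADP generated by PI4K2A enzyme (4 ug/mL before mixing) with 1.2 mM PI substrate (pre-mix) and 300 microM ATP (pre-mix). Tris pH7.5 buffer with MgCl2, Triton X-100; 1 h reaction at ambient temperature.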
HP1b chromo inh – HTS for Inhibitors of HP1-beta Chromodomain Interactions with Methylated Histone Tails; Chromobox protein homolog 1 (Homo sapiens), P83916; AlphaScreen HP1-beta / biotin-H3K9me3 peptide binding; Potency, µM (highest dose often 114 µM), for the others: at the highest dose activity change, negative = inhibition, hits mostly inhibitors; 0.56% of 390,000 active; AID 540317, 2011; also: potency is read from the fitted curve at half-maximal effect; nearly all actives have a fitted effect of over 70% in size; inactives centre near 23
Target sequence (P83916 whole entry, looked up): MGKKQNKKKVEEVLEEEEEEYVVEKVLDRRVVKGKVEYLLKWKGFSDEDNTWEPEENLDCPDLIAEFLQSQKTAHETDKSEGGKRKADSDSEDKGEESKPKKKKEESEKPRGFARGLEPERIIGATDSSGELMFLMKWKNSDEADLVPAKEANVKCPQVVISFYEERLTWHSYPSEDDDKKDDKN
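AlphaScreen: HP1-beta (50 nM) preformed 30 min with biotin-H3(1-18)K9me3 peptide (50 nM) in PBS pH 7.4, 0.01% Tween-20. Compound added for 30 min at RT, then streptavidin donor/nickel chelate acceptor beads (10 ug/mL) for 30 min.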
G9a inh – qHTS Assay for Inhibitors of Histone Lysine Methyltransferase G9a. G9a H3K9 monomethylation, AlphaScreen, 2 h. Potency, µM (doses to about 102 µM), inactives show at the highest dose activity, negative = inhibition, actives largely listed as inhibitors. 8.8% of 350,000 active. Histone-lysine N-methyltransferase EHMT2 (Homo sapiens), Q96KQ7. AID 504332, 2011; also: potency is read from the fitted curve at half-maximal effect; % is scaled to controls: 0 for no effect and ±100 for the full control effect; nearly all actives have a fitted effect of over 75% in size
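Compounds were preincubated with 20 nM G9a for 15 min, after which biotinylated H3K9 peptide (500 nM) and SAM (20 uM) started a 2 h room-temperature reaction. Monomethylated product was quantified by antibody-based AlphaScreen chemiluminescence.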
RGS4 inh – Inhibitors of Regulator of G Protein Signaling (RGS) 4: qHTS; Potency, µM (doses to about 114 µM), for the others: at the top dose activity change, negative = inhibition, actives largely listed as inhibitors; 0.039% of 390,000 active; AID 504845, 2011; Transcreener GDP fluorescence polarization, RGS4-accelerated GTP hydrolysis; also: potency is read from the fitted curve at half-maximal effect; % is scaled to controls: 0 for no effect and ±100 for the full control effect; nearly all actives have a fitted effect of over 75% in size; some results filed as inactive show a strong effect at the top dose
Target sequence (P49798 whole entry, looked up): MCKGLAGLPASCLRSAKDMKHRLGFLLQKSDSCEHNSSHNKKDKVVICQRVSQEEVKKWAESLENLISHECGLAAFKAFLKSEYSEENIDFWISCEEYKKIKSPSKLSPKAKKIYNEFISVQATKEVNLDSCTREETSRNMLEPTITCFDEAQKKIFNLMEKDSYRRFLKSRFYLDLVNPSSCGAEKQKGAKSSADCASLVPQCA
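MLSMR compounds (23 nl, pin-transferred) preincubated 10 min at room temperature with a 500nM (2x) first reagent, then RGS4 at 900nM (2x) plus Transcreener GDP mix added; fluorescence polarization (620/688 nm) read before and after 90 min at 30 °C.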
* hit, by the source's call; ? = inconclusive; / = not tested or not shown; & = joins results of further samples; [ ] = another dose, or the depositor's remark. Unless noted, calls follow the shape of the dose curve; as a rule, active = well fitted curve in the direction sought with a large enough effect; inconclusive = small, poorly fitted or top-dose-only effect, or another doubt; inactive = no such curve, though single readings can be large; an effect the other way counts as inactive or inconclusive. An excerpt; rates above refer to the full screens.

SMILES	ERG Ets-DNA blk	BAZ2B block	ALOX12 inh	JMJD2A Tudor inh	GLS inhibitor	PI4K2A block	HP1b chromo inh	G9a inh	RGS4 inh
O=C(CSc1nc2ccccc2o1)Nc1ccc(N2CCOCC2)c(Cl)c1	-2%	-2%	-17%	-17%	5%	0	12%	18%[12.7 µM]	35%
Cc1ccc(-n2nnnc2SCC(=O)Nc2ccc3c(c2)COC3=O)cc1C	9%	9%	54%[activator]	-6%	6%	4	48%[activator]	-2%[59 µM]	-9%
Cc1csc2nc(COc3ccccc3NC(=O)c3ccco3)cc(=O)n12	-1%	-23%	?	-10%	1%	-14	48%[activator]	-41%[59 µM]	3%
COc1ccc2[nH]c3c(c2c1)CCN1C(=O)C(CC(=O)NC/C=C(\C)CCC=C(C)C)C[C@H](C(=O)N(C(C)C)C(C)C)[C@@]31C (stereo partly drawn)	-2%	/	?	?	-1%	-1	3%	/	-12%
COC(=O)C1CCN(C(=O)COC(=O)/C=C/c2ccc(O)c(OC)c2)CC1	6%	/	-10%	-15%	7%	-6	31%	/	-10%
Cc1ccc(C)c(NC(=O)c2cc(S(=O)(=O)N3CCCCC3)ccc2N2CCOCC2)c1	-9%	11%	-2%	-17%	12%	2	33%	19%[12.7 µM]	16%
COC(=O)c1ccc(NC(=O)c2cccc(N3C(=O)CCC3=O)c2)cc1	0%	5%	-19%	-11%	0%	-3	2%	?	-31%
COC(=O)c1ccccc1NC(=O)COCc1cc(-c2cccs2)on1	5%	19%	-16%	15%	0%	-3	23%	8%[59 µM]	4%
O=C(COC(=O)c1ccco1)NCc1cccs1	12%	15%	-3%	2%	-8%	2	39%	?	7%
CCOc1ccccc1C(=O)Nc1ccsc1C(=O)OC	/	77%[activator]	-5%	66%[activator]	1%	4	162%[activator]	99%[activator][59 µM]	-10%
COc1ccc(C(=O)NC(=S)NC(C)c2ccccc2)cc1 (stereo not drawn)	4%[15.4 µM]	/	-30%	?	1%	2	?	/	?
COc1cc(C)c(COc2ncnc3ccccc23)cc1OC	12%	4%	?	-5%	2%	-10	1%	-4%	36%
CCOc1ccc2nc(SC(CC)C(=O)Nc3cc(C)on3)sc2c1 (stereo not drawn)	0%	3%	14%	-12%	4%	-16	14%	18%	23%
COc1ccc(C2=NN(C3=NN=C(N)Cc4ncnn43)C(O)(C(F)(F)F)C2)cc1 (stereo not drawn)	5%	?	16%	-18%	1%	-2	39%[activator]	/	20%
C=CCNC(=O)c1onc(CSc2ccc(F)cc2)c1C(=O)O	-2%	-8%	-14%	-3%	-3%	-2	50%[activator]	25%[0.501 µM]	-9%
Cc1ccc2nc(N3CCN(c4cccc(C)c4C)CC3)c3nncn3c2c1	-2%	0%	?	2%	2%	-2	6%	11%[59 µM]	9%
COc1ccc(-n2nnnc2SCC(=O)c2ccc3c(c2)OCCO3)c(OC)c1	/	8%	-1%	-7%	5%	4	24%	20%[59 µM]	?
Cc1cc(C(=O)O)ccc1-n1c(C)cc(/C=C2\SC(=O)NC2=O)c1C	-2%	-30%	8%	-18%	5%	-2	31%	?	-6%
O=c1ccccn1CCOc1ccc(Cl)cc1	12%	4%	140%[activator]	4%	-1%	-2	48%[activator]	/	-1%
C/C(=N\NS(=O)(=O)c1cccc([N+](=O)[O-])c1)c1cccnc1	-2%	-22%	-79%	8%	-4%	1	20%	32µM*	-47%
CCn1cc(SCC(=O)NCc2ccc3c(c2)OCO3)c2ccccc21	0%	-28%	?	-25%	0%	-2	-5%	?	8%
O=C(Nc1c(Cl)cccc1Cl)c1cc(=O)n(Cc2ccccc2)c(=O)[nH]1	1%	-1%	-5%	-6%	1%	5	17%	23%[59 µM]	-6%
Cc1ccc(NC(N)=S)cc1	-5%	-2%	-15%	-10%	-6%	-1	11%	-16%[59 µM]	19%
Cc1cc(C(=O)C(=O)O)c(C)n1-c1ccc(Cl)cc1	16%	?	-4%	-34%	8%	3	-24%	5%[59 µM]	-1%
CCSc1ccccc1C(=O)NCc1ccc(OC)cc1	3%	8%	23%	-12%	14%	-1	37%	5%[59 µM]	-9%
Other entries follow:
SMILES	ERG Ets-DNA blk	BAZ2B block	ALOX12 inh	JMJD2A Tudor inh	GLS inhibitor	PI4K2A block	HP1b chromo inh	G9a inh	RGS4 inh
Cc1ccc(CSC2=Nc3ccccc3C3=NC(CCC(=O)NCc4cccs4)C(=O)N23)c(C)c1 (stereo not drawn)	-6%	-2%	-9%	-12%	-9%	-2	24%	2%[59 µM]	5%
O=C(CCCN1C(=O)c2cccnc2C1=O)Nc1ccc(F)cc1Cl	-1%	-14%	229%[activator]	-12%	1%	2	21%	18%	12%
O=C(NNc1ccccc1[N+](=O)[O-])Nc1cccc(Cl)c1	2%	89µM*	?	?	-2%	0	-20%[57 µM]	-143%[59 µM]	-2%
O=C(NCCSc1c(-c2ccc(Br)cc2)[nH]c2ccccc12)c1ccc(S(=O)(=O)N2CCOCC2)cc1	4%	-4%	-17%	-14%	2%	2	32%	-8%[59 µM]	-4%
CC(C)(C)NC(=O)CSc1nnc(C2CC2)n1-c1ccccc1	-15%	0%	0%	-29%	4%	0	-5%	-5%	-25%
Cc1ccc(/C=C/C(=O)Nc2cc(S(=O)(=O)N3CCCCCC3)ccc2OCC(F)(F)F)o1	/	-26%	-18%	-9%	-2%	-2	-14%	?	-35%
CCOC(=O)C1CCCN(c2ncnc3c2cnn3-c2ccc(OC)cc2)C1 (stereo not drawn)	-2%	2%	-9%	6%	-1%	6	58%[activator]	-30%	-23%
CN(Cc1ccccc1)c1ncnc2c1cnn2-c1ccccc1	-9%	47%[activator]	-1%	50%[activator]	5%	3	114%[activator]	40%	-3%
O=C(Nc1ccc(NC(=O)C2CC2)cn1)c1ccccc1Cl	4%	-5%	2%	-13%[11.4 µM]	48%[activator]	1	-13%	15%[59 µM]	-10%[11.4 µM]
NNC(=O)CNC(=O)c1ccc(F)cc1	-2%	-17%	-1%	-7%	14%	3	17%	18%[59 µM]	23%
O=C(N/N=C/c1cccc(O)c1)c1ccc(-n2cnnn2)cc1	7%	8%	19%	-12%	-6%	-3	59%[activator]	8%	-12%
Cc1nn2c(=O)cc(COC(=O)c3c(F)cccc3Cl)nc2s1	13%	30%	-5%	2%	-1%	-13	38%	?	-8%
COC(=O)C1=C(C)N(Cc2ccco2)C(=O)N[C@@H]1c1ccccc1	-6%	-37%	?	-20%	4%	-1	2%	?	10%
CCC(=Nc1ccc(N)cc1)C1=C(O)C(C(=O)OC)C(C)(C)CC1=O (stereo not drawn)	/	?	-25%	-35%	-3%	?	-13%	50µM*	-10%
OC[C@@H]1[C@@H](c2ccccc2)C(c2ccc(F)cc2)=NN1c1ccccc1	-1%	/	/	119%[activator]	9%	-1	289%[activator]	157%[activator]	-25%
COc1ccc(Nc2ncc3c(n2)CCN(Cc2ccccc2C)C3)c(OC)c1	1%	?	-1%	-32%	0%	2	7%	?	-9%
COc1cccc(CN2CCC(C(=O)N3CCN(c4ccccc4F)CC3)CC2)c1	7%	-33%	-19%	8.9µM*	4%	4	?	10µM*	4%
Cc1ccc(S(=O)(=O)N2CCC(C(=O)OCC(=O)Nc3cc(S(C)(=O)=O)ccc3Cl)CC2)cc1C	-1%	-12%	6%	-10%	-2%	-1	43%[activator]	38%	4%
O=C(NCc1ccc2c(c1)OCO2)c1ccc(S(=O)(=O)N2CCCCC2)cc1	-13%	9%	-14%	19%	/	6	21%	4%	7%
COc1cccc(-c2c(C(=O)N/N=C/c3ccc(C)o3)nnn2-c2nonc2N)c1	2%	?	2%	-17%	-1%	3	46%[activator]	-2%	18%[56.9 µM]
COC(=O)c1ccc2c(=O)[nH]c(CN3c4ccccc4CC3C)nc2c1 (stereo not drawn)	0%	-29%	-1%	-30%	18%	-7	8%	11µM*	-31%
CCn1cnc2cc(NC(=O)c3ccco3)ccc21	-19%	7%	0%	-8%[57.1 µM]	-6%	-1	57%[activator]	-12%[59 µM]	-6%[56.9 µM]
CCc1ccccc1NC(=O)Cn1c(=O)n(Cc2ccco2)c(=O)c2ccccc21	7%	-14%	?	-5%	6%	-18	21%	?	13%
CCN(CC)CCN(C(=O)CCS(=O)(=O)c1ccccc1)c1nc2cc(C)cc(C)c2s1	-2%	-15%	?	-22%	1%	-1	51%[activator]	35µM*	-23%
O=S(=O)(NCC(Nc1ccc(Cl)cc1)c1ccccc1)c1ccccc1 (stereo not drawn)	6%&-4%	-23%&-21%	?	-18%&-24%	19%&13%	2&-1	37%&4%	4%&-11%[59 µM]	-12%&-6%

Screening data: PubChem BioAssay, National Center for Advancing Translational Sciences (NCATS)
